Bioassay records as filed in PubChem.
EphB4 ephrin blk: blocks human EphB4 binding to ephrin-B2 | P54760 | EphB4 LBD / TNYL-RAW-Alexa532 peptide, fluorescence polarization | inhibition, % at 7 µM | actives 0.15% (n = 97,000);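 active means inhibition above the screen-wide mean inhibition plus 3 SD, cut at about 15% in these data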;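 further: 0% = DMSO wells and 100% = excess unlabeled TNYL-RAW peptide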
S1P2 antag: blocks the human S1P2 receptor. AID 736. inhibition, % at 5 µM. actives 0.21% (n = 97,000). cell-based S1P2 antagonist assay, inhibition at 5 uM; in the data active means inhibition above about 45%;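 further: CRE beta-lactamase reporter cells expressing human S1P2 stimulated with S1P; 0% = agonist at EC80 alone and 100% = agonist plus reference antagonist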
PLAP activator: activators of human placental alkaline phosphatase. actives 1.2% (n = 96,000). AID 696. P05187. activation fold at 20 µM. purified PLAP enzyme, luminescent substrate read-out; hits give high values; in the data active means activation fold above about 2
MT1-MMP txn act: activates MT1-MMP transcription. HT1080 MT1-MMP promoter luciferase reporter, luminescence, overnight; hits give high values. actives 0.16% (n = 86,000). AID 750. activation factor at 10 µM;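 active means activation factor of at least 2 for MT1-MMP transcription at 10 µM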
FAK inh: inhibitors of human focal adhesion kinase | biochemical FAK kinase activity assay | inhibition, %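 (tested at 7 µM)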 | actives 0.84% (n = 97,000) | AID 727; in the data active means inhibition above about 19%;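 further: 0% = DMSO and 100% = reference compound high control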
PLK1 kinase inh: PLK1 (human) kinase inhibition; P53350; recombinant PLK1 kinase, TR-FRET peptide phosphorylation; inhibition, % at 10 µM; actives 0.53% (n = 97,000); AID 619;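 active means inhibition of 50% or more in the single-concentration screen; inactive means inhibition below 50%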;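 further: 0% = DMSO max control and 100% = H-89 dihydrochloride min control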
Target sequence (P53350 whole entry, looked up): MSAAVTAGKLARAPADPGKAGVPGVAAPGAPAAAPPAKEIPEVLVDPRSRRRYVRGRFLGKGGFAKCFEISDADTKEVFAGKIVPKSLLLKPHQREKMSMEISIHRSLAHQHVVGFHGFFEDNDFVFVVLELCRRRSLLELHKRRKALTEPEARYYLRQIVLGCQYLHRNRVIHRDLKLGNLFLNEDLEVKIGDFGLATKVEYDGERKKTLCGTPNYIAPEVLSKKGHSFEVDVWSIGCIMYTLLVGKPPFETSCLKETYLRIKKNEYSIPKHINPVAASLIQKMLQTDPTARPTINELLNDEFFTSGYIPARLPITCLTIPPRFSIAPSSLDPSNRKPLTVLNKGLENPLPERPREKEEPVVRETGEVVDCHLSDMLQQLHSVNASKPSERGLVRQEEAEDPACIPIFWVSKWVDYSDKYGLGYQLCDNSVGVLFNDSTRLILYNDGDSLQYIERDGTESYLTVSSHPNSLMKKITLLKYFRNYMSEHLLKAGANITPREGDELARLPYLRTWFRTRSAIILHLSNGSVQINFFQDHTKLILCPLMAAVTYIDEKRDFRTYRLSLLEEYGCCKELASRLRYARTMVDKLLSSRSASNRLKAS
S1P2 agonist: S1P2 (human) receptor agonism; O95136; S1P2-expressing cell line, agonist reporter read-out; activation, % at 4.5 µM; actives 0.46% (n = 97,000); in the data active means activation above about 16%;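 further: 0% = vehicle low control and 100% = maximal reference agonist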
Rev-RRE block: HIV Rev-RRE protein-RNA interaction inhibition; Rev peptide-RRE RNA binding, FRET; inhibition, % at 8 µM; AID 704; actives 0.79% (n = 97,000); P05866;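 active means inhibition above the screen-wide mean plus 3 SD, cut at about 35% in these data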;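 further: 0% = median DMSO wells and 100% = median Neomycin B control wells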
Target sequence (P05866 whole entry, looked up): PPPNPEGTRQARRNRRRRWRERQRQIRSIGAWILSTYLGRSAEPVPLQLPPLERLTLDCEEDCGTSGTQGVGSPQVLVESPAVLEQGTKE
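Assay system: Labelled RRE RNA duplex and labelled Rev peptide | Times: 5 min preincubation and 15 min binding, 25 °C | Detection: FRET, ex 480 nm, em 540 and 671 nm | Evaluation: % inhibition of FRET ratio versus controls | Benchmarks: DMSO wells as 0% and neomycin B wells as 100% inhibition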
PLK1 PBD inh: Plk1 (human) PBD binding inhibition; Plk1 PBD phosphopeptide binding, fluorescence polarization; actives 0.13% (n = 97,000); P53350; AID 693; inhibition, %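 (tested at about 20 µM)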; in the data active means inhibition above about 34%, passing the limit was not always enough
The depositor's hits bear a star; i = inactive; · = no result given.

SMILES	EphB4 ephrin blk	S1P2 antag	PLAP activator	MT1-MMP txn act	FAK inh	PLK1 kinase inh	S1P2 agonist	Rev-RRE block	PLK1 PBD inh
Cc1cc(-n2nc(C)cc2C)n2ncc(-c3ccccc3)c2n1	-1	6	1.2	1.3	-2	2	-12	2	-3
CCOc1ccccc1C(=O)NC(C(=O)OCC(=O)Nc1nnc(-c2ccccc2)o1)C(C)C (stereo unspecified)	8	15	1.4	1.1	2	-6	-2	8	23
O=C(CCSCCC(=O)NCC1CCCO1)NCC1CCCO1 (stereo unspecified)	1	-4	1.6	1.2	-2	-11	-8	5	2
Cc1cccc(OCc2nnc(SCC(=O)Nc3sc(C)c(C)c3C#N)n2C)c1	-3	-26	1	1.2	-2	-10	-3	7	10
COc1ccc(NS(=O)(=O)c2ccc(-n3nnc4ccccc43)c([N+](=O)[O-])c2)cc1	9	1	1.2	1.3	6	-4	-4	0	-18
CC(C)CN1C(=O)c2ccccc2C1(O)Cc1ccccc1 (stereo unspecified)	2	-13	·	1.1	0	-4	-4	-7	-13
CCC(C)(C(=O)NC1CCCC1)N(Cc1cccs1)C(C)=O (stereo unspecified)	5	24	·	1.2	-4	-2	-3	-1	-11
CCOC(=O)C(NCc1ccccc1OC)(NC(=O)c1ccccc1)C(F)(F)F (stereo unspecified)	2	-13	0.9	1.2	-8	2	-4	2	-16
CC1(C)CC(c2nc(-c3ccc(Cl)cc3)cs2)CCS1 (stereo unspecified)	-2	-10	1	·	-3	-7	-5	12	1
COc1ccccc1OCc1ccc(C(=O)N2CCN3CCCC3C2)cc1 (stereo unspecified)	-5	-4	1.5	·	1	-8	-3	-6	3
Cc1ccccc1CSCCNC(=O)CN(c1ccc2c(c1)OCO2)S(C)(=O)=O	4	-8	1	1	0	-5	-2	-3	-11
O=C(Nc1ccc(Br)cc1)c1cccc(NC(=O)C2C3CC4OC(=O)C2C4C3)c1 (stereo unspecified)	-3	6	1.1	1.3	2	-14	-1	5	11
COc1cc(N=c2ssnc2Cl)cc(OC)c1	-9	-1	1.2	1.3	3	-4	-4	1	23
CCOc1ncccc1C(=O)OCC(=O)Nc1ncc(C(F)(F)F)cc1Cl	-3	0	0.9	1.1	2	-13	-8	9	-4
CCCCSc1nc(C)c(C(C)=O)cc1C#N	-4	-11	1	1.2	1	-14	4	6	0
CCN(CC)S(=O)(=O)c1cc([N+](=O)[O-])ccc1NNC(=O)Nc1ccc(Cl)c(Cl)c1	5	8	1.2	0.9	13	-14	-7	15	6
COc1cc(OC)c(C(=O)COc2ncnc3ccccc23)c(OC)c1	-1	14	0.8	1.2	0	-1	-3	3	-6
O=C(c1cc2ccccc2o1)c1nc2c(n1O)CCCCC2	1	-6	0.7	1.5	-3	-15	0	4	-3
COC(=O)/C=C/S(=O)(=O)c1ccc(NC(C)=O)cc1	-3	28	0.9	1.2	0	-13	-6	10	-20
C1=CC2c3ccccc3NC(c3ccncc3)C2C1 (stereo unspecified)	1	-10	1.1	1.2	-1	0	-1	12	-13

Whole records, quoted from the list:
Shown for O=C(Nc1ccc(Br)cc1)c1cccc(NC(=O)C2C3CC4OC(=O)C2C4C3)c1 (stereo unspecified) = EphB4 ephrin blk: -3; S1P2 antag: 6; PLAP activator: 1.1; MT1-MMP txn act: 1.3; FAK inh: 2; PLK1 kinase inh: -14; S1P2 agonist: -1; Rev-RRE block: 5; PLK1 PBD inh: 11
Shown for CCC(C)(C(=O)NC1CCCC1)N(Cc1cccs1)C(C)=O (stereo unspecified) = EphB4 ephrin blk: 5; S1P2 antag: 24; PLAP activator: ·; MT1-MMP txn act: 1.2; FAK inh: -4; PLK1 kinase inh: -2; S1P2 agonist: -3; Rev-RRE block: -1; PLK1 PBD inh: -11

The list continues.
SMILES	EphB4 ephrin blk	S1P2 antag	PLAP activator	MT1-MMP txn act	FAK inh	PLK1 kinase inh	S1P2 agonist	Rev-RRE block	PLK1 PBD inh
CC(CN(C)Cc1ccccc1)OC(=O)C1COc2ccccc2O1 (stereo unspecified)	-5	-4	1.3	1.1	1	62*	1	2	-4
COc1ccc(C2=CSC3=NCCN23)cc1F	9	24	0.8	1.2	-1	-6	-4	5	-12
COc1cc(O)oc1C=Nc1ccc(Oc2ccccc2)cc1	-6	6	0.9	·	-11	-6	-1	5	-19
CC(=O)CCN1CCOCC1	1	-18	1.2	1	-1	-9	-1	2	-10
C/C(=N\NS(C)(=O)=O)c1ccccc1	1	-2	0.9	1.3	-1	-8	-7	4	-1
O=C(CCc1ccc(S(=O)(=O)N2CCOCC2)cc1)N1CCCC1	1	10	1	·	0	-16	-2	6	2
Cc1ccccc1OCCC(=O)Nc1c(C)n(C)n(-c2ccccc2)c1=O	-2	19	·	1.1	-4	-17	-6	5	8
CCOc1cccc(NC(=O)CC#N)c1	5	-24	1	1.2	-1	-8	-4	12	17
CC1CCN(Cc2csc(N)n2)CC1	-5	-15	1.1	·	-2	-9	-1	1	23
COc1cc2c(cc1OC)CN(C(=O)CSc1nc(N)c(C#N)cc1C#N)CC2	-10	-4	0.9	1.2	3	5	-10	16	-5
Cn1nc(-c2ccc(C(=O)N3CCN(CCO)CC3)cc2)c2ccccc2c1=O	1	-19	1.1	1.1	0	-12	0	-1	-1
CCOC(=O)C1=C(c2ccccc2)N2CCN=C2S1	-3	5	·	1.1	-1	-19	-2	4	30
CCOc1cc(N2CCOCC2)c(OCC)cc1NC(=O)COc1ncnc2ccccc12	-3	-20	1.6	1.2	1	-4	-4	0	11
CSc1ccccc1NC(=O)CN(C1CCCCC1)S(C)(=O)=O	-5	-5	2*	1.3	-3	2	-4	1	15
CC(C)c1nc2sc3c(NCc4ccco4)ncnc3c2c2c1COC(C)(C)C2	0	-34	1.2	1	17	-42	20*	7	11
CS(=O)(=O)N(CC(=O)Nc1ccccc1C(=O)N1CCOCC1)c1ccccc1	6	3	·	1.2	0	-10	-5	6	-6
COC(=O)c1[nH]c2cccc(Cl)c2c1NC(=O)CN1CCN(CCO)CC1	3	19	1.4	1.1	1	-1	-4	7	-16
COC(=O)c1ccccc1NC(=O)C1CCCN(S(C)(=O)=O)C1 (stereo unspecified)	-6	-1	1	1.1	0	-11	-2	2	-7
COc1cccc(NC(=O)CN2CCC(C)CC2)c1	8	-2	1.4	1.2	-4	-3	2	-1	23
CCOC(=O)c1nn(-c2ccc(OC)cc2)c(=O)c2c(N)scc12	8	-8	1.1	0.9	6	-8	-2	1	4

Some of the entries above in a different format.
SMILES,EphB4 ephrin blk,S1P2 antag,PLAP activator,MT1-MMP txn act,FAK inh,PLK1 kinase inh,S1P2 agonist,Rev-RRE block,PLK1 PBD inh
CCOC(=O)C1=C(c2ccccc2)N2CCN=C2S1,-3,5,·,1.1,-1,-19,-2,4,30
CCOc1cc(N2CCOCC2)c(OCC)cc1NC(=O)COc1ncnc2ccccc12,-3,-20,1.6,1.2,1,-4,-4,0,11
CSc1ccccc1NC(=O)CN(C1CCCCC1)S(C)(=O)=O,-5,-5,2*,1.3,-3,2,-4,1,15
CC(C)c1nc2sc3c(NCc4ccco4)ncnc3c2c2c1COC(C)(C)C2,0,-34,1.2,1,17,-42,20*,7,11
CS(=O)(=O)N(CC(=O)Nc1ccccc1C(=O)N1CCOCC1)c1ccccc1,6,3,·,1.2,0,-10,-5,6,-6

More compounds.
SMILES	EphB4 ephrin blk	S1P2 antag	PLAP activator	MT1-MMP txn act	FAK inh	PLK1 kinase inh	S1P2 agonist	Rev-RRE block	PLK1 PBD inh
O=C(NCCCNCc1ccccc1)/C(=N\O)c1ccccc1	4	24	1	1.2	1	16	-5	8	10
Cc1ccc(CCNC(=O)c2nnn(-c3cc(C)cc(C)c3)c2N)cc1	0	19	1.1	1.2	0	-4	-7	9	-21
CCOC(=O)c1c(NC(=O)CSc2nnc(-c3ccc(OC)cc3)o2)sc2c1CCC2	2	10	·	1.3	0	-10	-1	6	-20
CCN(CC)Cc1c(O)ccc2occ(C(=O)c3ccc(OC)cc3)c12	-7	-4	·	1.2	-1	-14	0	5	-6
CCOc1ccc(NC(=O)C(C)Sc2nnnn2C)cc1 (stereo unspecified)	2	5	0.9	1.2	-1	-8	-5	3	-2
COc1ccc(OCCn2cc(/C(N)=N/O)c3ccccc32)cc1	1	-7	0.8	1	-4	2	2	6	i
CCn1c(=O)c(C(=O)NC(C)C)c(O)c2ccccc21	-1	-34	1	1.1	-2	-4	-3	10	-14
CCCCCCC1CCC(C(=O)Nn2c(C)nc3ccccc3c2=O)CC1 (stereo unspecified)	2	-11	1.3	0.9	2	-11	-3	-1	-3
O=C1C2=C(c3ccccc31)[N+](=O)[C@@H]1CCCC[C@@H]1N2[O-]	-6	-9	0.8	1.3	18	0	-4	6	19
O=[N+]([O-])c1ccc(C=Nc2ccc(Cl)cc2Cl)s1	0	17	0.9	·	21*	-5	-9	10	-7
Cn1cc(Cl)c(C(=O)NC2CCCC2)n1	7	-4	0.9	1	2	-4	-2	7	4
CC(C)Sc1oc(-c2ccco2)nc1S(=O)(=O)c1ccc(F)cc1	5	-8	·	1.1	9	-11	-2	13	11
COc1cc(OC)nc(NC(=O)CS(=O)(=O)c2ccccc2)n1	0	-10	·	1.2	-1	-11	-6	4	-5
COc1ccc(N2CCN(C(=O)C(C)(C)Oc3ccc(Cl)cc3)CC2)cc1	5	20	1.5	1	10	-13	-5	5	-1
CC(=O)c1ccc(OC(C)C)c(CSc2nc(O)cc(=O)[nH]2)c1	-6	10	1.3	1.3	1	-18	-3	0	17
Cc1ccc(/C=c2\sc3nc(-c4ccccc4Br)nn3c2=O)o1	-11	-13	1.3	0.9	15	-2	-3	2	-5
CC(C)(C)c1ccc(-c2n[nH]c(=S)n2C2CCCC2)cc1	1	22	1.1	1.1	0	-6	-2	1	-35
Cc1ccc(C)c(S(=O)(=O)NC(CCC(N)=O)C(=O)O)c1 (stereo unspecified)	-1	11	0.8	1	-6	1	-6	5	24
CSCCC(NC(=O)c1ccco1)C(=O)O (stereo unspecified)	2	-2	0.8	1.3	4	-10	-7	2	-2
CC(C)Cn1c(-c2cccs2)nc2ccccc21	5	-9	0.7	1.1	1	-8	-3	8	-1
O=S(=O)(c1cccc(S(=O)(=O)N2CCC(N3CCCCC3)CC2)c1)N1CCOCC1	3	-13	1.5	1.2	-3	-15	-4	8	-2
N#Cc1c(N)sc2c1CCN(C(=O)OCc1ccccc1)C2	1	-5	1.2	1.2	-1	-13	-4	5	-19
Cc1ccc(OCCNS(=O)(=O)c2ccc(N3CCCC3=O)cc2)cc1	-2	-15	·	1.2	2	-14	-2	2	20
Cc1ccc(S(=O)(=O)Nc2c(C)n(C)n(-c3ccccc3)c2=O)cc1	2	-1	1	1.3	1	1	-4	13	16
